Bioassay records deposited in PubChem BioAssay by several laboratories.
Y pestis TopoI: inhibitors of Yersinia pestis topoisomerase I. AID 504884. Y. pestis Topo-I cleavage product accumulation, plate reader. activity, % at 10 µM. 360,000 compounds, 0.064% hits; in the data active = activity above about 50%, passing the limit was not always enough; inconclusive = no clear call, values can overlap the other calls; also: inactives centre near 2
BoNT A protease: BoNT A light chain protease inhibition. inhibition, % at 10 µM. AID 588499. multiplex microsphere protease substrate cleavage, flow cytometry. 360,000 compounds, 0.17% hits; also: plate controls were buffer without enzyme for full effect and enzyme alone for no effect
FadD28 FP inh: M. tuberculosis FadD28 bisubstrate binding inhibition. inhibition, % at 12.5 µM. FadD28 bisubstrate probe binding, fluorescence polarization. AID 588549. 360,000 compounds, 0.22% hits; in the data active = inhibition above about 8.5%, passing the limit was not always enough; inconclusive = no clear call, values can overlap the other calls
Anthrax LF prot: blocks Bacillus anthracis lethal factor protease; P15917; multiplex microsphere protease cleavage assay, LF; inhibition, % at 10 µM; 360,000 compounds, 0.12% hits; AID 588501; also: plate controls were buffer without enzyme for full effect and enzyme alone for no effect
TcdB inh: inhibitors of Clostridioides difficile toxin B glycohydrolase | P18177 | TcdB glycohydrolase enzymatic assay, plate reader | inhibition, % at 9.99 µM | 350,000 compounds, 0.24% hits; in the data active = inhibition above about 10%
PrPC TRFRET: inhibitors of human cell surface prion protein PrPC. P04156. TR-FRET read-out. inhibition, % at 13.8 µM. 370,000 compounds, 0.43% hits. AID 720596; in the data active = inhibition above about 24%; also: 0% = median of the test wells and 100% = reference compound wells
BoNT-F LC inh: inhibitors of Botulinum neurotoxin F light chain protease; Multiplex microsphere protease cleavage assay, flow cytometry; inhibition, % at 10 µM; 360,000 compounds, 0.22% hits; AID 588497; in the data active = inhibition above about 35%, passing the limit was not always enough; inconclusive = no clear call, values can overlap the other calls; also: plate controls were buffer without enzyme for full effect and enzyme alone for no effect
CCHFV vOTU inh: blocks the CCHF virus ovarian tumor domain protease. CCHFV vOTU protease, Pep-AMC fluorescence. inhibition, % at 11.5 µM. 370,000 compounds, 0.55% hits; in the data active = inhibition above about 30%; also: 0% = vehicle wells with enzyme and 100% = no enzyme wells
PfHsp40 rescue: restores yeast growth despite PfHsp40 toxicity; S. cerevisiae expressing PfHsp40, growth rescue, ATP luminescence; growth rescue, % at 12.5 µM; 340,000 compounds, 0.68% hits; AID 504582; in the data active = growth rescue above about 28%, passing the limit was not always enough; inconclusive = no clear call, values can overlap the other calls;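 also: yeast W303a lacking pdr1 and pdr3 grown in galactose medium; growth measured after three days at 30 °C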
Numbers without * were called inactive; ? = inconclusive; nt = no result given. Rule as the data show it, unless noted: active = inhibition above about 30%; inconclusive = no clear call, values can overlap the other calls; inactive = below that.

Each structure is followed by: Y pestis TopoI, BoNT A protease, FadD28 FP inh, Anthrax LF prot, TcdB inh, PrPC TRFRET, BoNT-F LC inh, CCHFV vOTU inh, PfHsp40 rescue
COc1cc2ncnc(NCc3cccc(F)c3F)c2cc1OC
  -5, 2.2, -1.7, 12, 0.0, 1, -2, -3, -0.1
C/C=C/c1ccc(OC(C)=O)c(OC)c1
  6, -0.2, -0.9, 0, -0.1, -6, -7, -6, -0.3
CC(=O)Nc1cc(-c2ccc(N(C)C)cc2)cn2c(-c3ccc(F)cc3)cnc12
  1, 0.1, -1.8, -9, 0.8, 4, -8, -10, nt
O=C(NC(=S)Nc1ccccc1N1CCOCC1)c1sc2ccccc2c1Cl
  2, -1.3, 0.3, 0, nt, 8, -5, 3, -0.1
COc1ccc(CNC(=O)Cn2nnc3ccccc3c2=O)cc1
  -2, -0.2, -5.1, 0, -0.1, -13, 3, -5, -2.6
O=C(CCc1nc2sc3c(c2c(=O)[nH]1)CCCC3)Nc1cccc(Cl)c1
  1, 2.8, -4.0, -2, -1.2, -1, -4, 1, 0.3
CC(C)(C)n1nnnc1C(c1ccccc1)N1CCCN(Cc2ccc(F)cc2)CC1 (stereo not given)
  nt, -0.9, nt, -5, 1.0, -10, -5, 1, nt
N#CC1=C(S)N(c2ccc(F)cc2)C(c2cccs2)NC1=O (stereo not given)
  7, 0.2, -4.2, -6, nt, 9, -6, 11, -0.5
Cc1ccc(C)c(-n2nnnc2SCC(=O)NNC(=O)c2ccco2)c1
  0, 0.0, -2.4, -3, -0.1, 5, -2, -2, 4.4
CCCn1nnnc1SCC(=O)Nc1ccc(F)cc1
  5, -0.4, -0.6, 0, 0.6, 0, 2, -6, -1.0
COc1ccccc1CNc1ncnc2sccc12
  2, 2.6, -2.0, 4, -0.3, 19, 12, 3, -0.6
CC1CCN(CCCNC(=O)c2ccc(N3CCCC3=O)cc2)CC1
  0, 0.6, -3.2, -1, -0.2, 4, 1, 5, 1.2
Cc1cc(CSc2ccccc2)ccc1NC(=O)COc1ccccc1C
  2, -0.9, -2.6, -3, -0.2, 0, -4, -4, -0.1
COc1ccc(/C=c2\s/c(=C/C(=O)c3ccc(C)cc3)[nH]c2=O)c(OC)c1
  1, 1.7, -2.1, -3, 0.1, -3, -11, -18, -0.8
COC(=O)C1=CN(c2ccc(F)cc2)C=C(C(=O)OC)C1c1ccc(O)cc1
  15, -0.8, nt, 5, 1.0, 9, 8, -83, 0.4
CCOC(=O)CNC(=O)c1ccc(OCC(F)(F)F)cc1
  1, -0.4, 0.1, -3, 0.9, -1, 0, 4, -1.9
CCc1ccc(-c2cc(C(=O)Nc3c(C)n(C)n(-c4ccccc4)c3=O)c3ccccc3n2)s1
  28, 4.8, -3.9, 1, 1.2, nt, -14, nt, 0.0
Cc1ccccc1Oc1ccc2c(c1)[C@@H]1C[C@H](N(C)C(=S)Nc3ccc(F)cc3)[C@H]([C@H](C)O)C(=O)N1CC2
  24, -0.2, -3.8, -1, -0.5, 4, -3, -6, nt
Cc1nnc(SCC(=O)NC(C)(C)C)n1NCc1ccc(Cl)cc1
  -10, -0.2, -4.2, -6, 1.1, -1, -1, -10, -0.5
COC(=O)[C@@H]1C[C@@]2(O)[C@@H](O)[C@@H](O)[C@@H](O)C[C@H]2N1Cc1ccc(-c2ccccc2)cc1
  0, -0.7, -1.4, -7, 1.4, 7, -5, -7, -1.1
COc1ccccc1[C@H]1C(c2ccccc2)=NN(c2ccccc2)[C@@H]1CO
  2, 0.6, 0.5, -2, nt, nt, 5, nt, 2.6
Cc1ccc(C(=O)N(CC(=O)NC2CCCC2)c2cccc(F)c2)s1
  5, -1.9, -3.2, 12, 0.0, 6, -6, -2, -0.3
CCCn1c(N)c(C(=O)CSc2nc(N)cc(=O)[nH]2)c(=O)n(C)c1=O
  2, -1.2, 0.2, 2, 0.7, -2, 2, -1, -0.3
CCc1nc2ccc(C(=O)Nc3cccc(OC)c3)cn2c1N(C)Cc1ccc(OC)cc1
  28, -0.2, -2.0, 4, 0.3, 7, -4, 14, nt
CCOc1ccccc1-n1nnnc1SCC(=O)Nc1cc(C)on1
  -2, 0.4, -5.5, -4, nt, -2, -6, 16, -1.2
COc1cc(NC(=S)NCc2ccc(S(N)(=O)=O)cc2)cc(OC)c1
  -3, 0.8, -3.4, 6, -0.3, 8, 10, 0, -1.4
Cc1ccc(-c2nc3ccccc3s2)cc1NC(=S)NC(=O)c1cccc2ccccc12
  3, 0.3, -2.6, 0, nt, 0, -9, -3, -0.4
CN=Cc1cc(-c2ccccc2)sc1O
  -10, 0.3, -1.0, -1, 2.0, -17, -3, -14, 1.7
Brc1ccc(-c2nc(-c3ccncc3)no2)o1
  4, ?, -1.1, ?, nt, -8, 3, -9, -0.8
Cc1ccc(NC(=O)O/N=C/c2ccc(N(C)C)cc2)cc1
  6, 1.6, 0.0, -18, 0.4, 10, -29, -7, 3.4
C/C(=N/OC(=O)c1ccccc1Br)c1ccc(C)cc1
  46, 1.6, -3.7, -11, 0.9, -2, -17, -5, 13
CCCS(=O)(=O)N1CCc2ccc(NC(=O)c3ccccc3Cl)cc2C1
  3, 0.8, -1.6, -4, 1.0, 0, 19, 4, 0.7
Cc1ccc(NC(=O)N2CCCC2C(=O)Nc2ccc3c(c2)OCO3)cc1 (stereo not given)
  -1, -1.4, -2.6, 15, 0.6, 1, -8, 0, -0.1
CCc1c(C)[nH]c2ccc(OC)cc2c1=S
  2, 0.3, -1.1, 0, 0.1, -4, 5, -9, -0.4
CCOC(=O)c1cc2cc(OC)ccc2[nH]1
  -4, 0.3, -3.3, 1, nt, 6, -10, -6, 0.9
COC1CCCCC1NCCc1ccccc1 (stereo not given)
  2, 0.3, 1.7, 1, 0.4, 5, 1, -26, 0.0
CC(C)[C@H](NS(=O)(=O)c1cccc(C(F)(F)F)c1)C(=O)OCC(=O)NC(=O)NCc1ccco1
  0, nt, -2.6, nt, 0.7, -6, nt, 27, -0.9
Cc1cc(C(=O)Nc2sc3c(c2C#N)CCCCC3)cs1
  -11, 1.3, 0.9, 0, 2.3, nt, -2, nt, -0.1
COc1ccc(-c2cn(-c3ccc(C)cc3)c(=O)n2CC(=O)Nc2ccc(OC)cc2OC)cc1
  -2, 1.1, 0.7, -3, nt, 7, -6, -10, 1.4
Clc1cccc(CN2CCN(c3ncccn3)CC2)c1Cl
  18, 0.2, -1.9, -2, 0.4, 4, ?, -11, -0.2
CCSc1n[nH]c(=S)s1
  -12, 0.2, -2.2, -2, -0.1, -4, 2, -3, 0.6
Cc1cc(C(=O)N2CCN(C(=O)C3CCCO3)CC2)no1 (stereo not given)
  2, 0.5, -1.9, 2, nt, -5, 4, -13, -2.0
COc1cc(Cn2c(-c3nonc3N)nc3ccccc32)ccc1C
  -5, -1.0, -0.7, -3, nt, 0, -5, 10, -0.5
CCOC(=O)COc1ccc(S(=O)(=O)NCC2CCCO2)cc1 (stereo not given)
  -1, 1.1, 0.5, 0, 0.5, -3, 6, 5, -1.1
O=C1NC(CCc2ccccc2)C(=O)N1Cc1ccc(Br)cc1 (stereo not given)
  2, -1.0, -3.0, 1, -0.6, 5, 0, -1, -0.3
CC[C@]12c3[nH]c4cc(CCC(=O)N(C)C)ccc4c3CCN1C(=O)[C@@H](CC(=O)NCCCN(C)C)C[C@@H]2C(=O)N1CCN(C(=O)c2ccco2)CC1
  -1, -0.9, -1.9, 4, 0.0, -3, -1, -1, -1.2
COc1ccc(OCC(=O)N(Cc2ccco2)C2CCS(=O)(=O)C2)cc1 (stereo not given)
  -2, nt, -1.1, nt, -0.8, 7, nt, -9, nt
CCOc1ccccc1Nc1nc(N2CCCC2)nc(N2CCOCC2)n1
  1, -0.2, -0.6, -13, 0.6, -5, -5, 7, 1.4
O=C(C[n+]1cc(-c2ccc(Cl)c(Cl)c2)n2c1CCC2)N1c2ccccc2Sc2ccccc21
  18, 0.4, -11, -3, nt, 0, -3, -1, -0.4
COc1cccc(C(=O)Nc2ccc(NC(C)=O)cc2)c1
  11, ?, 0.5, -4, nt, 0, -1, 0, -1.0
CC1=C(C(=O)N(C(C)C)C(C)C)CC(CC(=O)NCc2cccc3ccccc23)C(=O)N1Cc1ccccc1 (stereo not given)
  nt, -0.2, -1.7, -3, 0.8, -3, -4, 6, nt
Cc1cc(C)cc(-n2c(N)c(C(=O)Nc3c(C)n(C)n(-c4ccccc4)c3=O)c3nc4ccccc4nc32)c1
  10, 7.9, -3.7, 5, nt, 1, 4, 1, -0.6
C=CCOc1ccc(C[C@H](N)C(=O)NC[C@H]2O[C@@H](n3cnc4c(N)ncnc43)[C@H](O)[C@@H]2O)cc1
  -2, 0.2, -3.1, -7, nt, nt, -3, nt, -0.6
NC(=O)CSc1nnc(-c2cc(-c3ccc(Cl)cc3)nc3ccccc23)o1
  9, -0.4, -1.0, -8, -0.4, 0, -6, 6, nt
O=C(CCCn1cncn1)N1CCCC(N2CCN(c3ccccc3F)CC2)C1 (stereo not given)
  -6, 0.4, -0.5, 3, 0.2, -4, 1, 10, -0.7
COCCN=c1scc(C)n1/N=C/C1CC2C=CC1C2 (stereo not given)
  1, 0.3, -0.7, -7, -0.9, 0, -9, 5, 3.1
CCC(Cc1ccccc1)NC(=O)c1ccc2nc(N3CCOCC3)sc2c1 (stereo not given)
  32, -0.9, -1.2, -11, -4.1, 10, -5, -3, 0.5
CSc1nc2ccccc2cc1/C=C(\C#N)c1ccccc1
  -7, 1.8, -0.7, -3, nt, 6, -16, 3, -0.3
O=C(Nc1ccc(C(=O)O)cc1)/C(=C\c1ccc2c(c1)OCO2)NC(=O)c1ccccc1
  3, 0.5, 0.1, -6, 0.2, 11, 6, -3, -1.4

Some of the entries so far, as comma-separated lines:
structure,Y pestis TopoI,BoNT A protease,FadD28 FP inh,Anthrax LF prot,TcdB inh,PrPC TRFRET,BoNT-F LC inh,CCHFV vOTU inh,PfHsp40 rescue
Cc1cc(C(=O)N2CCN(C(=O)C3CCCO3)CC2)no1 (stereo not given),2,0.5,-1.9,2,nt,-5,4,-13,-2.0
C=CCOc1ccc(C[C@H](N)C(=O)NC[C@H]2O[C@@H](n3cnc4c(N)ncnc43)[C@H](O)[C@@H]2O)cc1,-2,0.2,-3.1,-7,nt,nt,-3,nt,-0.6
CCOC(=O)COc1ccc(S(=O)(=O)NCC2CCCO2)cc1 (stereo not given),-1,1.1,0.5,0,0.5,-3,6,5,-1.1
NC(=O)CSc1nnc(-c2cc(-c3ccc(Cl)cc3)nc3ccccc23)o1,9,-0.4,-1.0,-8,-0.4,0,-6,6,nt
O=C(Nc1ccc(C(=O)O)cc1)/C(=C\c1ccc2c(c1)OCO2)NC(=O)c1ccccc1,3,0.5,0.1,-6,0.2,11,6,-3,-1.4

Compounds as they come; about 2.3% have a hit in one of these screens.
